LmPK inh: LmPK (Leishmania mexicana) enzyme inhibition | Q27686 | purified LmPK, Kinase-Glo ATP luminescence, 1 h | Potency, µM (titrated, usually from 57.5 µM), for the others: top-dose activity change, negative = inhibition, most hits filed as inhibitors | 0.37% of 290,000 active | AID 1721; further: potency means the concentration at half of the fitted maximal effect; on the % scale 0 is the no-effect control and ±100 the full control effect
Target sequence (Q27686 whole entry, looked up): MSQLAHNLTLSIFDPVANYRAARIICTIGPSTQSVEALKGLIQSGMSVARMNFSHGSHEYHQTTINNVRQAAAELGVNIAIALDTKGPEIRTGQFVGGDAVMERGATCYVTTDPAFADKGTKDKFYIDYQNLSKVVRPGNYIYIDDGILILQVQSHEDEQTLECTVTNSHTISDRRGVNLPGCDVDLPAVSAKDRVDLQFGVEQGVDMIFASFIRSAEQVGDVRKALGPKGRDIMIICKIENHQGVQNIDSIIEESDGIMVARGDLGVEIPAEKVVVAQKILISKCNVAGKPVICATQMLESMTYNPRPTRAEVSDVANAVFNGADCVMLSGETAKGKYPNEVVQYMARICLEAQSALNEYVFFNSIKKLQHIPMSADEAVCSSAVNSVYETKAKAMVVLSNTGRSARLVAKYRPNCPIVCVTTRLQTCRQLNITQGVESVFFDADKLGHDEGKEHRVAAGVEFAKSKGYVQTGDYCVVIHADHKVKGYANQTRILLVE
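Purified LmPK (0.1 nM) converted ADP (0.1 mM) to ATP with PEP (0.5 mM) in imidazole buffer pH 7.2 with KCl and MgCl2, 1 h at room temperature. ATP was read by Kinase-Glo luminescence; data normalized to uninhibited and no-enzyme controls.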
Cycloheximide cs: counter-screen hit for Shiga toxin inhibitors, cycloheximide. 12% of 300,000 active. cell reporter, cycloheximide protein synthesis inhibition counterscreen. AID 2314. max response, %; in the data active means max response mostly above about 13%, no sharp cut-off; inactive means mostly below about 14%; further: read at 38.3 µM for the half of the compounds with a filed dose; 0% is about no effect
Pf growth 48h: P. falciparum growth inhibition at 48 hours (one generation) | P. falciparum luciferase growth in erythrocytes, 48 h | Potency, µM (doses to about 28.7 µM), without a hit: top-dose activity change, negative = inhibition, actives largely listed as inhibitors | 5.9% of 310,000 active | AID 504832; further: potency means the concentration at half of the fitted maximal effect; on the % scale 0 is the no-effect control and ±100 the full control effect
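Luciferase-expressing P. falciparum in infected erythrocytes (2% hematocrit, 0.1% parasitemia final) in RPMI 1640/0.5% Albumax were exposed to compound for 48 hours at 37 C, 5% CO2; growth read as luminescence.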
Shiga toxin inh: Shiga toxin inhibition | AID 2315 | 9.2% of 290,000 active | inhibition, % at 38.7 µM | Vero cells, Shiga toxin protein synthesis inhibition reporter; in the data active means inhibition mostly above about 28%, no sharp cut-off; inactive means mostly below about 43%; further: 0% is about no effect
Pf growth 96h: P. falciparum growth inhibition at 96 hour, primary screen for plastid delayed-death inhibitors. P. falciparum luciferase reporter growth, 96 h. Potency, µM (doses to about 28.7 µM), for inactives: at the highest dose activity change, negative = inhibition, usual class: inhibitors. 6.9% of 320,000 active. AID 504834; further: potency means the concentration at half of the fitted maximal effect; on the % scale 0 is the no-effect control and ±100 the full control effect
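Two-generation exposure (96 h) targets delayed-death phenotype. Reporter parasites carrying integrated firefly luciferase, in red cells at 2% hematocrit and 0.05% parasitemia final, kept at 37 C, 5% CO2; luminescence loss indicates inhibition.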
HCV inh: inhibitors of hepatitis C virus infection. AID 651820. Potency, µM (doses to about 41.8 µM), without a hit: top-dose activity change, negative = inhibition, most hits filed as inhibitors. Huh7.5.1 HCVcc-Cre infection, luciferase reporter, 44 h. 3.4% of 340,000 active; further: potency means the concentration at half of the fitted maximal effect; on the % scale 0 is the no-effect control and ±100 the full control effect
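Cells (1,000/well) were plated 4 h before compound, then infected with HCVcc-Cre virus (~0.5 moi). After 44 h further culture, infection was read as luciferase luminescence following a 15 min substrate incubation at room temperature.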
TbPYK inhibitor: blocks Trypanosoma brucei pyruvate kinase; TbPYK enzyme, Kinase-Glo Plus ATP luminescence, 45 min; Q57TT1; Potency, µM (series often up to 76.8 µM), inactives show top-dose activity, negative = inhibition, usual class: inhibitors; 0.12% of 410,000 active; further: potency means the concentration at half of the fitted maximal effect; on the % scale 0 is the no-effect control and ±100 the full control effect; nearly all actives have a fitted effect of over 50% in size
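Luminescence from Kinase-Glo Plus, added after a 45-minute room-temperature reaction, served as the end-point read-out. The enzyme and substrate were preincubated with compound before ADP (130 uM final) initiated turnover. Concentration-effect curves came from normalized qHTS data.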
Active calls of the source: *; i = inactive; ? = inconclusive; . = no result given; [ ] = remark or other dose. Unless noted, the call rests on the fitted dose curve; in most records, active means well fitted curve in the direction sought with a large enough effect; inconclusive means small, poorly fitted or top-dose-only effect, or another doubt; inactive means no such curve, though single readings can be large; an effect the other way counts as inactive or inconclusive.

SMILES | LmPK inh | Cycloheximide cs | Pf growth 48h | Shiga toxin inh | Pf growth 96h | HCV inh | TbPYK inhibitor
COc1ccc(N(C(=O)Cc2cccs2)C(C(=O)NC2CCCC2)c2ccncc2)cc1 (configuration not stated) | -2.5% | -4.2 | 4.4% | 1.9 | -1.8% | 14.0% | -3.0%
Cc1ccc(NC(=O)/C=C2\NC(=O)CS2)cc1 | -2.0% | 45.1* | 8.8% | 61.5* | 59.5%[activator] | 11.5% | 2.4%
CCOC(=O)N1CCN(C2=CC(=O)OC23CCCCC3)CC1 | -7.0% | -1.9 | 0.3% | 6.9 | ? | 19.9% | -6.6%
CC(=O)Nc1ccc(S(=O)(=O)NCCc2cc3c(C)ccc(C)c3[nH]c2=O)cc1 | -1.0% | -2.2 | 10.9% | 2.5 | ? | 15.5% | 0.3%
CCCCn1c(=O)n(CC(=O)Nc2ccc(OC)c(Cl)c2)c(=O)c2c1nc(CO)n2CCC | -3.0% | 6.6 | 10.4µM* | -12.1 | . | -20.6% | 0.2%
CN(C)c1ccc(CNc2nc(-c3ccccc3)nn2S(C)(=O)=O)cc1 | 2.2% | 8.4 | 32.0%[activator] | 26.4 | -1.9% | -13.8% | -7.8%
CCN(CC)S(=O)(=O)c1ccc2c(c1)nc(SCC(=O)NCC1CCCO1)n2CC (configuration not stated) | . | . | ? | . | -10.6% | -5.5% | 2.5%
COCCC(=O)N1CCC(Oc2ccc(C(=O)N3CCCCCC3)cc2)CC1 | -4.3% | 0.8 | ? | -2.7 | ? | -2.5% | -25.3%
Cc1ccc2nc(SCC(=O)NC3CC3)[nH]c2c1 | -4.2% | -4.2 | 61.1%[activator] | -4.7 | 10.0% | 6.0% | 4.5%
Cc1ccsc1/C=N/NC(=O)c1ccc2ccccc2c1 | -3.0% | 44.3* | 2.3% | 73.4* | ? | ? | -16.6%
F/C(COc1ccc2c(c1)[nH]c1ccccc12)=C1/CN2CCC1CC2 | . | 36.0* | ? | 57.1* | 10.7µM* | . | -7.7%
COc1ccc2c(c1)CCc1cnc(N)nc1-2 | -3.7% | 11.8* | 29.9% | 19.4 | ? | ? | 2.1%
CC1CCN(C(=O)CN(c2ccc3c(c2)OCO3)S(C)(=O)=O)CC1 | -3.7% | 8.9 | 7.7% | -8.9 | . | 20.2% | -4.8%
O=C(Nc1nc2ccccc2s1)c1ccc2c(c1)OCO2 | ? | 16.2* | 88.1%[activator] | 39.2* | 31.4%[activator] | ? | -10.2%
Cc1ccsc1/C=N/NC(=S)NCCc1ccccc1 | 5.8% | 32.5* | 13.9% | 30.6* | 0.2% | 7.4% | -4.9%
Clc1ccc(C(c2nnnn2CCc2ccccc2)N2CCSCC2)cc1 (configuration not stated) | -5.5% | -3.7 | ? | -3.3 | 79.5%[activator] | ? | 5.8%
CNS(=O)(=O)c1cccc(C(=O)NCC2CCCCC2)c1 | -0.6% | -3.5 | 16.9% | 10.6 | 17.8% | -4.3% | -1.0%
Oc1ccc(N=Nc2cccc(C(F)(F)F)c2)cc1C=Nc1ccc(N2CCOCC2)cc1 | -0.7% | -1.5 | ? | -14.1 | 3.29µM* | 0.3% | -1.2%
CCOc1cc(/C=C2/NC(=O)N(CC(=O)OC)C2=O)ccc1O | 2.7% | 13.8 | 2.2% | 28.3 | -8.0% | ? | 1.6%
COc1cccc(N2CCN(S(=O)(=O)c3ccc(CN4C(=O)c5cccnc5C4=O)cc3)CC2)c1 | -11.7% | -5.3 | 9.1% | -15.0 | 1.5% | 15.2% | 1.0%
Cc1ccc(NC2=NCC(=O)N2C2CCCC2)c(C)c1 | 1.9% | 1.0 | 1.6% | -3.9 | i | 7.2% | 1.2%
COc1ccccc1OCC(=O)N1CCCCCCC1 | 0.6% | -3.3 | 10.3% | 24.0 | 14.9% | 19.6% | -4.3%
COc1ccccc1C(=O)N=C1NC(=O)CC2C(=O)NCCN12 (configuration not stated) | 4.4% | -2.0 | 39.0%[activator] | -13.0 | 26.5% | 7.6% | 0.4%
COc1cc2c(cc1OC)C(c1ccccc1)N(C(=O)CCl)CC2 (configuration not stated) | -0.6% | -1.4 | ? | -20.5 | ? | -13.6% | 2.2%
COc1ccc(N=C2SCCCN2C)cc1 | -2.0% | -3.1 | ? | -0.8 | ? | 7.9% | -7.9%
(next part)
SMILES | LmPK inh | Cycloheximide cs | Pf growth 48h | Shiga toxin inh | Pf growth 96h | HCV inh | TbPYK inhibitor
Cc1ccc(-c2cc(C(=O)OCC(=O)N(C)C3CCS(=O)(=O)C3)c3ccccc3n2)c(C)c1 (configuration not stated) | 1.5% | 9.4 | 19.7% | 7.4 | 6.9% | 20.9% | -5.3%
CCC1(c2ccc(OC)cc2)NC(=O)N(CC(=O)NC2CCCCC2C)C1=O (configuration not stated) | . | . | -26.1% | . | ? | -14.9% | -8.9%
O=C(Nc1ccc(S(=O)(=O)Nc2ncccn2)cc1)c1ccc(Cl)c([N+](=O)[O-])c1 | 2.6% | -2.8 | -12.3% | -13.7 | 0.5% | 25.4% | -4.0%
O=C1C2C(C(=O)N1/N=C/c1cc(Br)cc([N+](=O)[O-])c1O)C1C=CC2C12CC2 (configuration not stated) | 2.0% | 2.1 | ? | -6.6 | 11.7µM* | 19.9% | -6.8%
CCOC(=O)c1sc(=S)n(-c2ccc(Cl)cc2)c1SC | -3.7% | -1.5 | ? | -5.7 | 0.928µM* | 0.6% | 1.3%
NC(=O)c1ccccc1NC(=O)/C=C/c1ccc(Cl)cc1 | -15.3% | 48.3* | 127.0%[activator] | 89.8* | 134.4%[activator] | -21.8% | 0.0%
Cc1cccc(C(C)C)c1NC(=O)CN1C(=O)NC2(CCc3ccccc32)C1=O (configuration not stated) | . | . | -7.4% | . | ? | -20.5% | -4.9%
COc1cc(C(=O)NC(=S)Nc2nccs2)cc(OC)c1OC | -2.0% | 8.6 | 0.0% | 19.8 | ? | ? | -1.1%
CC(=O)Nc1ccc(CC(=O)N2CCN(Cc3ccccc3)CC2)cc1 | -1.7% | 1.0 | -4.4% | -5.7 | 5.0% | 0.2% | 2.5%
CCN(c1ccccc1)S(=O)(=O)c1ccc2ccccc2c1 | 2.9% | 1.6 | -5.9% | 16.7 | -5.8% | 5.62µM* | -7.0%
COc1ccc2[nH]c3c(c2c1)CCN1C(=O)N([C@@H](C)C(=O)NCC2CCCO2)C(=O)[C@]31C (some centres not stated) | -2.0% | 1.4 | 0.2% | -1.5 | ? | ? | 1.6%
N=C1SC(c2ccccc2)C(=O)N1c1ncc(Cc2ccccc2)s1 (configuration not stated) | 1.2% | 17.6* | ? | 56.2* | ? | 8.8% | -1.5%
COc1ccc(CC(=O)NNC(=O)COc2ccc(C)cc2)cc1S(=O)(=O)N1CCOCC1 | . | . | -4.6% | . | 2.8% | 17.4% | 8.7%
Cn1cc(CN2CCN(Cc3ccccc3)C(CCO)C2)c(-c2ccccc2)n1 (configuration not stated) | 4.5% | -1.5 | -4.3% | -11.9 | 11.1% | 6.9% | 0.6%
Cc1cc2ncn(C(=O)N3CCCCC3)c2cc1C | -5.4% | 13.0 | 8.3% | 35.6 | 13.1µM* | 12.0% | 4.6%
O=C(/C=C/c1cccc([N+](=O)[O-])c1)Nc1cccc(NC(=O)c2cccs2)c1 | 4.3% | 8.8 | -29.7% | 75.3 | 4.15µM* | ? | 2.2%
NC(=O)CNC(=O)[C@@H]1CC2(CC(c3cccc([N+](=O)[O-])c3)=NO2)CN1C(=O)c1ccccc1 (some centres not stated) | 7.2% | 11.8 | 2.7% | 15.5 | ? | 12.8% | -1.8%
COc1cc2c(C#CCCO)c(-c3ccc(C#N)cc3)oc(=O)c2cc1OC | . | . | 19.2% | . | -29.9% | -20.2% | -5.0%
COc1ccc(F)cc1C(=O)C1CCCN(Cc2ccc(Sc3nncn3C)o2)C1 (configuration not stated) | 5.9% | -4.9 | -6.5% | 27.1 | ? | 3.8% | -7.6%
O=C(Nc1ccccc1)Nc1nc2ccccc2s1 | 3.3% | 37.9* | 4.0% | 106.2* | ? | -12.9% | -13.7%
Cc1nc(NCc2ccccn2)c2ccccc2n1 | 2.5% | 7.8 | 12.9% | -1.1 | 35.8%[activator] | 10µM* | -15.8%
CC1(C)NC(=O)N(CC(O)COc2cccc(F)c2)C1=O (configuration not stated) | 3.3% | -1.4 | 10.2% | 14.7 | ? | 4.6% | -2.2%
COc1ccc(CN2C(=O)CCC2(C)C(=O)NCc2cccnc2)c(OC)c1 (configuration not stated) | -0.2% | -1.5 | 27.7% | -1.7 | 0.7% | 7.9% | -5.3%
N#Cc1c(Cl)nsc1NC(=O)c1ccccc1 | 4.5% | 31.4* | ? | 132.0* | 0.0% | 14.1µM* | 3.3%
Cc1ccnc(SCc2cc(=O)c(OC(=O)c3ccco3)co2)n1 | -6.5% | -6.8 | -6.9% | -13.6 | ? | -0.4% | -1.9%

No new results follow: 3 of the compounds above.
SMILES | LmPK inh | Cycloheximide cs | Pf growth 48h | Shiga toxin inh | Pf growth 96h | HCV inh | TbPYK inhibitor
COc1ccc(CN2C(=O)CCC2(C)C(=O)NCc2cccnc2)c(OC)c1 (configuration not stated) | -0.2% | -1.5 | 27.7% | -1.7 | 0.7% | 7.9% | -5.3%
N#Cc1c(Cl)nsc1NC(=O)c1ccccc1 | 4.5% | 31.4* | ? | 132.0* | 0.0% | 14.1µM* | 3.3%
Cc1ccnc(SCc2cc(=O)c(OC(=O)c3ccco3)co2)n1 | -6.5% | -6.8 | -6.9% | -13.6 | ? | -0.4% | -1.9%

Additional compounds follow:
SMILES | LmPK inh | Cycloheximide cs | Pf growth 48h | Shiga toxin inh | Pf growth 96h | HCV inh | TbPYK inhibitor
CN(C)c1ccc(/C=N/N2C(=O)c3ccccc3C2=O)cc1 | ? | 55.3* | 30.4%[activator] | 76.1* | 0.0% | 13.4% | -11.8%
Cc1ccccc1Cn1ccc(NC(=O)c2nn(C)cc2[N+](=O)[O-])n1 | 2.1% | 4.9 | 43.5%[activator] | 11.5 | 44.8%[activator] | ? | 4.1%
CCOc1ncccc1C(=O)Nc1cc(S(=O)(=O)N2CCCCCC2)ccc1OC | . | . | 12.1% | . | 7.0% | 25.9% | -5.5%
Cc1ccnc(NC(=O)CCCNC(=O)c2ccc(Cl)cc2)c1 | . | . | 93.0%[activator] | . | 68.3%[activator] | -1.1% | 8.4%
CC(=O)c1cccc(NC(=O)C(C)OC(=O)CNC(=O)c2ccc(C)s2)c1 (configuration not stated) | -8.2% | 9.0 | ? | -1.5 | 45.2%[activator] | ? | 6.6%
CCN(C(=O)CSc1nncn1-c1ccccc1)C1CCS(=O)(=O)C1 (configuration not stated) | . | . | 0.3% | . | 26.8% | ? | 2.4%
COc1cc(N)c(Cc2nccc3cc(OC)c(OC)cc23)cc1OC | -0.1% | -4.8 | ? | -4.5 | 6.57µM* | -18.6% | 0.2%
COc1cccc(CN2CCNCC2)c1 | 2.3% | -1.9 | 13.6% | -2.1 | -20.1% | 5.3% | -5.8%
COc1ccc(N(CCCN2C(=O)c3cccc4cccc(c34)C2=O)C(=O)c2ccncc2)cc1 | 5.1% | -1.4 | 2.33µM* | -14.7 | 1.47µM* | 5.4% | -2.1%
CC(=O)c1c(CC(=O)O)[nH]n(-c2nc3ccccc3s2)c1=O | ? | 21.1 | . | 24.3 | 4.4% | 2.9% | -14.1%

High-throughput results as filed in PubChem BioAssay.
